# Compound activity (PubChem BioAssay)
# UBC9 SUMO inh: inhibitors of human SUMOylation (UBC9); HTRF SUMOylation assay, SAE1/SAE2 + UBC9, in vitro; inhibition, % at 35 µM; 290,000 tested, 0.36% active; in the data active means inhibition above about 50%, passing the limit was not always enough; further: strong numbers were not always called active
# Target sequence (P63279 whole entry, looked up): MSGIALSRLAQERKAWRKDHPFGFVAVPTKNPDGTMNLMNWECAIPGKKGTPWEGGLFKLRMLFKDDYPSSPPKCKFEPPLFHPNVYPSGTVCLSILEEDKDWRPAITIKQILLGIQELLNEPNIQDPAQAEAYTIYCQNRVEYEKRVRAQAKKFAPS
# IMP-1 inhibitor: inhibitors of Pseudomonas aeruginosa IMP-1 metallo-beta-lactamase | purified IMP-1, nitrocefin hydrolysis, epi-absorbance fluorescence | inhibition, % at 5.6 µM | 290,000 tested, 0.45% active | AID 1556;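 active means inhibition above the mean plus 3 SD of all compounds in the same screening run, cut at about 4.5% in these data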;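 further: 0% = IMP-1 with DMSO and 100% = DMSO wells lacking enzyme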
#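 assay system = purified recombinant IMP-1 metallo-beta-lactamase enzyme | schedule = 15 min preincubation plus 25 min reaction at 25 °C | signal = Epi-absorbance fluorescence, 480 nm excitation, 530 nm emission | read-out basis = percent inhibition from optical density relative to buffer-blank wells | controls = IMP-1 with DMSO as 0%, enzyme-free DMSO as 100%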
# MEKK2wt PB1 HTS: raises or lowers MEK5 binding to wildtype human MEKK2 PB1 domain | Q9Y2U5 | bead flow cytometry, Alexa488-MEK5 binding to MEKK2 WT; actives lie on both sides | binding response (% of control), % at 10 µM | 290,000 tested, 1.1% active; in the data active means binding response below about 67% or above about 130%
# PfM18AAP inh: PfM18AAP enzyme inhibition | recombinant PfM18AAP, H-Glu-NHMec fluorogenic cleavage | inhibition, % at 7.35 µM | 290,000 tested, 1.2% active | AID 1822;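 active means inhibition above the campaign mean inhibition over all tested compounds plus 3 SD, cut at about 28% in these data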;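 further: 0% = plate median of test compound wells and 100% = 2 mM ZnCl2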
# MEKK2 mut-MEK5: signal of MEK5 binding to mutant human MEKK2 PB1 domain. bead flow cytometry, Alexa488-MEK5 binding to MEKK2 mutant. percent response, % at 10 µM. 290,000 tested, 0.35% active; in the data active means percent response above about 24%, passing the limit was not always enough; further: inactives centre near 1; some results filed as inactive read as strong as hits
# NALP1 yeast inh: blocks the NALP1 inflammasome reconstituted in yeast. S. cerevisiae NALP1/ASC/caspase-1 growth, X-gal OD620, 72 h. inhibition, % at 10 µM. 280,000 tested, 0.61% active; in the data active means inhibition mostly above about 24%, no sharp cut-off; inactive means mostly below about 32%; further: some compounds called inactive have numbers as strong as hits
# NS3 helicase inh: HCV NS3 helicase inhibition. inhibition, % at 10.9 µM. 290,000 tested, 0.56% active. NS3 helicase DNA unwinding, Cy5 molecular beacon fluorescence. AID 1800;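 active means inhibition above the mean of all tested compounds plus 3 SD, set per campaign, cut at about 35% in these data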;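 further: 0% = DMSO wells and 100% = thioflavine S control wells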
#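 Assay system: hepatitis C virus NS3 helicase domain fragment enzyme. Also added: annealed dual-labelled DNA beacon duplex, ATP-started. Timing: 1 h reaction at 25 °C, ATP-initiated. Technique: Cy5 fluorescence at 0 and 60 min, beacon hairpin quenching. Evaluation: % inhibition of unwinding. Replication: one well per compound.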
# FID counter: counter-screen for HCV NS3 helicase inhibitors: DNA intercalator displacement; inhibition, % at 7.9 µM; DNA fluorescent intercalator displacement, fluorescence; AID 1845; 290,000 tested, 0.17% active; in the data active means inhibition above about 37%;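 further: 0% = vehicle and 100% = reference compound; higher means more ethidium bromide displaced from hairpin DNA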
# VIM-2 inh: inhibitors of Pseudomonas aeruginosa VIM-2 metallo-beta-lactamase | purified VIM-2, nitrocefin hydrolysis, epi-absorbance fluorescence | inhibition, % at 5.6 µM | 290,000 tested, 0.89% active | AID 1527;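 active means inhibition above the mean of all tested compounds plus 3 SD, cutoff set per screening run, cut at about 7.5% in these data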;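 further: red hydrolysis product quenches plate fluorescence so inhibitors raise well fluorescence; 0% = enzyme with DMSO and 100% = DMSO without enzyme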
# * = called active by the depositor; / = not tested or not shown.
# Below each compound: UBC9 SUMO inh	IMP-1 inhibitor	MEKK2wt PB1 HTS	PfM18AAP inh	MEKK2 mut-MEK5	NALP1 yeast inh	NS3 helicase inh	FID counter	VIM-2 inh
- CC1(C)CC(NC(=O)COc2ccc3c4c(c(=O)oc3c2)CCCC4)CC(C)(C)N1
 : 3	2.4	116	-4	7	20	-2	28	20*
- Cc1ccc(OCC(=O)N/N=C/c2cn(C)c3ccccc23)cc1
 : -7	-0.9	100	6	2	/	-12	-11	-0.9
- CC(C)Cn1c(SCC(=O)N2CCCc3ccccc32)nc2ccccc2c1=O
 : 5	-1.6	100	1	3	/	-3	-28	-1.0
- CCOC(=O)C/C(C)=N\Nc1ccc([N+](=O)[O-])cc1[N+](=O)[O-]
 : 2	-2.3	96	-1	-5	0	-9	5	-1.6
- COc1ccc(CN2CCN(C(=O)c3cccc4ccccc34)CC2)c(OC)c1OC
 : 23	2.0	109	-6	4	-6	-11	-19	-1.6
- CC(C(=O)O)N1CCCCC1 (stereo not drawn)
 : 18	-4.9	102	-5	2	/	10	-3	-1.6
- COc1ccc(CN2C(=O)C(C)S/C2=N/N=C/c2ccco2)cc1 (stereo not drawn)
 : -8	-1.8	104	12	1	/	-11	-26	-1.4
- Cc1cc(C)c(S(=O)(=O)N2CCCC2=O)c(C)c1
 : 15	-1.5	107	-4	3	7	1	-1	-3.5
- COc1ccccc1OCC(=O)c1[nH]c(C)c(C(C)=O)c1C
 : 5	-2.3	94	4	0	2	6	-12	-2.1
- CCOc1ccccc1C(=O)N(C)Cc1cc2cc(OC)ccc2[nH]c1=O
 : -4	-5.3	103	-11	1	-5	0	-27	-1.8
- CSc1nsc(SC)c1C(=O)NC(=O)Nc1cccnc1
 : 8	-3.9	100	-9	5	-16	6	-4	-3.3
- COc1cc(/C=C2\CCc3c2nc2ccccc2c3C(=O)O)cc(OC)c1OC
 : 54*	-2.1	94	12	-6	2	20	-27	0.1
- COc1ccc(-n2ncc3c2CC(C)(C)CC3NC(=O)CCC2=NNC(=O)CC2)cc1 (stereo not drawn)
 : -9	-3.7	101	-1	0	13	14	-36	-4.2
- O=[N+]([O-])c1ccc(NCCCNS(=O)(=O)c2ccccc2)c(Cl)c1
 : -7	-1.5	102	14	0	22	4	10	-0.1
- C/C(O)=c1/c(=O)nc2cccc3c2=c1c1ccccc1c3=O
 : 19	3.8	100	11	7	19	36	9	10*
- O=S(=O)(c1cccc(F)c1)N1CCN(C(=S)NCc2ccccc2)CC1
 : 11	-2.0	104	0	-4	-27	2	-19	0.2
- Cn1c(SCC(=O)NCC2CCCO2)nnc1-c1c[nH]c2ccccc12 (stereo not drawn)
 : 6	-3.3	109	-1	8	18	-2	-2	-5.7
- O=C1CN(c2nc(-c3cccs3)nc3sc4c(c23)CCCC4)CCN1
 : 6	-3.4	90	-1	-3	-8	-8	-14	-0.2
- CCS(=O)(=O)N1CCC(C(=O)NCc2ccc3c(c2)OCO3)CC1
 : -2	-2.1	101	1	2	1	-4	-3	-1.8
- COC(=O)c1c(C)[nH]c(C=O)c1-c1ccccc1
 : 4	-1.7	97	-15	-3	14	-4	-5	-0.3
- COc1ccc2[nH]c(C)c(CCN3C(=O)C4CC=CCC4C3=O)c2c1 (stereo not drawn)
 : 1	-1.6	99	1	3	-20	-7	-11	1.4
- O=C(CCN1C(=O)c2ccccc2C1=O)N1CCN(Cc2ccccc2)CC1
 : -3	-1.6	97	-5	3	-2	3	-11	-3.8
- O=C(Cc1ccccc1)Nc1cccc(NC(=O)c2cccs2)c1
 : -15	-1.1	88	-7	-17	0	4	-5	0.9
- COc1ccc(-c2noc(CN3CCCC(OCc4ccccn4)C3)n2)cc1 (stereo not drawn)
 : -3	-4.6	100	-4	3	-30	-8	-35	-3.4
- COc1ccc(C(=O)NNC(=O)C2CCCO2)cc1 (stereo not drawn)
 : 14	-1.4	106	7	11	/	7	-2	-0.4
- Cc1nnc(NC(=O)c2c(-c3ccccc3Cl)noc2C)s1
 : 3	-2.4	102	-1	0	-3	-12	-6	1.8
- O=C(O)CCC1OC(=O)C(O)=C1c1ccccc1 (stereo not drawn)
 : 0	/	109	/	4	13	/	/	/
- O=C(NCCN1CCOCC1)c1ccc2c(c1)N(Cc1cccc(F)c1)C(=O)c1ccccc1S2
 : 1	-3.1	105	3	-6	-5	-38	1	-3.6
- COc1ccccc1C1CCN(Cc2ccc(Cl)c(Cl)c2)CC1
 : -22	-2.1	124	0	15	20	-15	2	-2.3
- O=C(CSc1ccsc1[N+](=O)[O-])N1CCN(c2ccccn2)CC1
 : 17	-4.7	108	10	0	-8	11	3	-0.5
- OCCCNc1ncnc2scc(-c3ccc(Cl)cc3)c12
 : 7	-1.4	107	-3	4	1	-10	-30	1.7
- C[C@H](NC(=O)c1nc[nH]c1C(=O)N1CCN(C(=O)OC(C)(C)C)CC1)C(=O)OCc1ccccc1
 : -5	-2.3	91	3	-6	19	2	-42	-1.5
- Cc1oc(-c2ccccc2F)nc1CS(=O)(=O)CC(=O)NCc1ccccc1Cl
 : 13	-3.8	99	4	0	8	2	-52	-1.9
- CC(C)(c1ccc(O)cc1)c1ccc(O)cc1
 : -1	0.2	96	-5	-3	31	12	-4	0.5
- COc1nc(NC23CC4CC(CC(C4)C2)C3)nc(OC)n1
 : -16	-1.7	111	-3	3	6	0	-7	-3.0
- Cn1nc(-c2ccccc2)c2ncc(C(F)(F)F)cc21
 : -3	-3.5	98	-7	-3	-5	9	6	-4.2
- COc1ccc(S(=O)(=O)N2CCC(C(=O)NCCC(=O)Nc3nccs3)CC2)cc1
 : -5	1.1	96	-1	-11	28	0	-11	-3.8
- O=C(NC(=O)c1ccc(C(F)(F)F)cc1)Nc1ccc(-c2cnco2)cc1
 : 19	-2.8	106	1	5	/	-10	-14	-3.0
- CC12CCC(=O)N1C(C(=O)Nc1ccccc1N1CCOCC1)CS2 (stereo not drawn)
 : 10	3.6	103	1	-3	15	6	-13	0.1
- CCc1cc2c(=O)c(-c3nc4ccccc4n3C)c(CCCC(=O)O)oc2cc1OC(=O)C(C)(C)C
 : 4	-2.7	97	5	-12	22	13	-44	-0.9
- CC(C)[C@H](NC(=O)NCCc1ccc(Cl)cc1)C(=O)O
 : 2	-0.5	106	-12	5	12	-1	-4	1.2
- O=C(Nc1ccc(NC(=O)c2cc([N+](=O)[O-])ccc2N2CCOCC2)cc1)c1cccs1
 : 4	-3.0	92	6	-3	-4	-2	1	-4.3
- COc1ccc(N2CCN(C(=O)c3oc4c(c3C)C(=O)CCC4)CC2)cc1
 : 2	-2.7	100	6	-2	3	5	-28	-1.9
- COc1ccc(N2CCN(C(=O)C(OC(C)=O)c3ccccc3)CC2)cc1 (stereo not drawn)
 : -12	-8.2	99	-2	0	11	-9	-20	-3.5
- c1ccc2c(c1)oc1c(N3CCOCC3)ncnc12
 : 15	-2.8	104	3	6	-3	7	0	0.6
- Cc1ccc[n+](Cc2ccc([N+](=O)[O-])cc2)c1
 : 4	-1.5	105	-16	-1	-4	6	2	-4.5
- CSCCC(CO)NC(=O)OCc1ccccc1 (stereo not drawn)
 : 6	-3.7	103	6	6	4	-1	-6	-9.9
- O=C1Nc2ccccc2C12OCCS2 (stereo not drawn)
 : 6	/	99	/	2	18	/	/	/
- Nc1ccnn1Cc1cccs1
 : 0	-3.6	114	6	17	26	31	-8	-2.1
- Cc1cc(NC(=O)Cc2ccccc2)nc2c1c(=O)oc1ccccc12
 : 18	-4.1	113	6	3	27	-3	0	-0.9
- N#CC1=C(N)Oc2ccc3ccccc3c2C1c1cccnc1 (stereo not drawn)
 : 3	-0.8	85	2	-15	-2	-4	-18	0.2
- Cc1ccc(/C(O)=C/C(=O)C(=O)NC23CC4CC(CC(C4)C2)C3)cc1
 : 11	-1.1	100	-8	0	27	-3	-11	0.9
- COC(=O)c1sc(=S)sc1C(=O)OC
 : 15	-2.7	107	27	6	1	6	1	-3.3
- Cc1[nH]c2ccccc2c1CCNC(=O)c1ccc2c(c1[N+](=O)[O-])C(=O)c1ccccc1C2=O
 : 21	-3.2	/	-4	/	10	31	15	7.1
- Cc1cc(C)n2c(SCc3nnc(-c4cccs4)o3)nnc2n1
 : 15	0.1	77	-8	-10	7	0	-3	2.4
- C=CCn1nnnc1-c1cccc(Cl)c1
 : 4	-3.9	105	-6	-5	-27	-2	2	-2.1

# Exported as comma-separated lines: 15 of the compounds above.
smiles,UBC9 SUMO inh,IMP-1 inhibitor,MEKK2wt PB1 HTS,PfM18AAP inh,MEKK2 mut-MEK5,NALP1 yeast inh,NS3 helicase inh,FID counter,VIM-2 inh
CC1(C)CC(NC(=O)COc2ccc3c4c(c(=O)oc3c2)CCCC4)CC(C)(C)N1,3,2.4,116,-4,7,20,-2,28,20*
Cc1ccc(OCC(=O)N/N=C/c2cn(C)c3ccccc23)cc1,-7,-0.9,100,6,2,/,-12,-11,-0.9
CC(C)Cn1c(SCC(=O)N2CCCc3ccccc32)nc2ccccc2c1=O,5,-1.6,100,1,3,/,-3,-28,-1.0
CCOC(=O)C/C(C)=N\Nc1ccc([N+](=O)[O-])cc1[N+](=O)[O-],2,-2.3,96,-1,-5,0,-9,5,-1.6
COc1ccc(CN2CCN(C(=O)c3cccc4ccccc34)CC2)c(OC)c1OC,23,2.0,109,-6,4,-6,-11,-19,-1.6
CC(C(=O)O)N1CCCCC1 (stereo not drawn),18,-4.9,102,-5,2,/,10,-3,-1.6
COc1ccc(CN2C(=O)C(C)S/C2=N/N=C/c2ccco2)cc1 (stereo not drawn),-8,-1.8,104,12,1,/,-11,-26,-1.4
Cc1cc(C)c(S(=O)(=O)N2CCCC2=O)c(C)c1,15,-1.5,107,-4,3,7,1,-1,-3.5
COc1ccccc1OCC(=O)c1[nH]c(C)c(C(C)=O)c1C,5,-2.3,94,4,0,2,6,-12,-2.1
CCOc1ccccc1C(=O)N(C)Cc1cc2cc(OC)ccc2[nH]c1=O,-4,-5.3,103,-11,1,-5,0,-27,-1.8
CSc1nsc(SC)c1C(=O)NC(=O)Nc1cccnc1,8,-3.9,100,-9,5,-16,6,-4,-3.3
COc1cc(/C=C2\CCc3c2nc2ccccc2c3C(=O)O)cc(OC)c1OC,54*,-2.1,94,12,-6,2,20,-27,0.1
COc1ccc(-n2ncc3c2CC(C)(C)CC3NC(=O)CCC2=NNC(=O)CC2)cc1 (stereo not drawn),-9,-3.7,101,-1,0,13,14,-36,-4.2
O=[N+]([O-])c1ccc(NCCCNS(=O)(=O)c2ccccc2)c(Cl)c1,-7,-1.5,102,14,0,22,4,10,-0.1
C/C(O)=c1/c(=O)nc2cccc3c2=c1c1ccccc1c3=O,19,3.8,100,11,7,19,36,9,10*
